High-throughput results: PubChem, several laboratories
Autophagy mod – autophagy modulators in MEF cells, primary screen, imaging, high-content, MEF GFP-LC3; actives 0.98% (n = 190,000); calls only at 10 µM (by protocol); MEF GFP-LC3 puncta imaging; test concentration mostly 10 µM; AID 463193, 2010;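 active = percentage of spot-positive cells more than 3 SD above its plate mean, without a fluorescence outlier flag or 80% toxicity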;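 note: spot-positive cell cutoff set from DMSO-treated cells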
HEK293 NOD2/NF-kB – NOD2 signaling inhibitors, cell-based, luminescence, uHTS, HEK293 (AID 1566); HEK293 NOD2/NF-kB luciferase reporter, luminescence; higher % means a stronger effect; inhibition, % at 4 µM; hits with a dose series show EC50 in µM; actives 0.63% (n = 290,000); in the data active = inhibition above about 50%; note: many of its hits are not listed in these tables
WT yeast gro inh – growth inhibition of WT strain, primary screen, mitochondrial fusion inhibitor project, WT and mutant strains, chemical genetic; mitochondrial fusion phenotypic screen; inhibition, % at 10 µM; actives 2.1% (n = 190,000); AID 1362, 2008; in the data active = inhibition above about 58%; tested in S. cerevisiae
Dynein cargo inh – inhibitors of GR-EGFP nuclear translocation, primary screen, dynein cargo transport inhibitor project, imaging, high-content, 3617.4 mouse cells; test concentration mostly 20 µM; stimulated with dexamethasone, 1 µM; hits give low values; z-score, hits read low; actives 0.47% (n = 220,000);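 active = plate z-score of nuclear minus cytoplasmic receptor signal below a set negative limit, without overly bright fluorescence or cell loss, cut at about -3.5 in these data, passing the limit was not always enough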;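 note: z-score of nuclear minus cytoplasmic ring GR-EGFP intensity difference per well; some compounds called inactive have numbers as strong as hits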
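Buffer or medium: tet-free, stripped-serum medium; Also added: dexamethasone, 1.0 µM final; Technique: high-content fluorescence imaging after fixation; Times: 48 h induction, 1 h compound, 30 min dex at 37 °C; Read-out: per-cell GR-EGFP intensity, nucleus versus surrounding cytoplasmic ring, well-averaged.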
MT stabilizer – microtubule stabilizers in HeLa cells, primary screen, imaging, high-content imaging | HeLa tubulin immunostaining HCS, 24 h; share of cells brighter than vehicle mean+2SD | % tubulin-high responders, % at 10 µM | actives 0.83% (n = 200,000);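 active = plate Z-score above 3 for both tubulin-high and condensed-nucleus cell shares, with cell loss under 80%, at 10 µM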;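 note: anti alpha tubulin signal scored within the nucleus-defined area of each cell; some results filed as inactive read as strong as hits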
bCat nuc transl – modulators of beta-catenin nuclear translocation, primary screen, imaging, HeLa cells, immunofluorescence, high-content | AID 1665, 2009 | nuclear translocation activity, % at 5 µM | actives 0.3% (n = 190,000);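 active = nuclear translocation activity above 50% at 5 µM, with a well cell count of 50 or more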;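 note: per-cell ratio of nuclear to cytoplasmic median beta-catenin stain intensity; plate controls were DMSO negative control for no effect and GSK-3 inhibitor IX positive control for full effect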
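Test system: human HeLa cell line; Doses: 5 µM primary, 0.02–20 µM confirmation; Incubation: 24 h compound exposure, 37°C; Detection: beta-catenin immunofluorescence imaging with DAPI; Read-out: beta-catenin nuclear/cytoplasmic ratio, % activation.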
Hep lipid drop – inhibitors of hepatocyte lipid droplet formation, primary screen, imaging, high-throughput imaging, BODIPY stain; actives 0.4% (n = 240,000); inhibition, % at 6.5 µM; AML12 mouse hepatocytes, oleate lipid droplets;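 active = lipid droplet intensity inhibited by at least 50%, with more than 500 cells counted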
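Material – mouse AML12 hepatocyte cell line, fixed after treatment · Compound dosing – one dose, 6.5 µM compound · Times – compound with oleate, overnight · Measured by – Image-based BODIPY and DAPI two-channel analysis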
Yfh1-depleted yeast – enhancers of respiration in Yfh1-depleted yeast, dose response, Friedreich's ataxia, plus single-dose screen (AID 1465); S. cerevisiae Yfh1-off respiration, WST-1 reduction, 72 h; higher fold induction means a stronger effect; fold induction at 50 µM; hits with a dose series show EC50 in µM; actives 0.074% (n = 220,000);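 active = fold induction of absorbance versus untreated yeast above a set limit, then at least 30% activation at any dose in follow-up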;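 note: activators that raise dye reduction in frataxin-depleted yeast; strong numbers were not always called active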
Ins promoter up – insulin promoter activators in MIN6 cells, imaging, high-content screening, mouse beta cells; MIN6 insulin promoter-GFP reporter; hits give high values; z-score at 5 µM; AID 1625, 2009; actives 0.3% (n = 190,000);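 active = z-score above 3 at 5 µM with at least 500 cells counted in the well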
WT yeast gro inh mutant strain – second read-out of WT yeast gro inh, no call of its own (marks repeat the call); inhibition, %; mitochondrial fusion phenotypic screen, mutant strain inhibition
Dynein cargo inh cytoplasmic EGFP – also measured in Dynein cargo inh; calls as there; z-score; measured here: cytoplasmic GR-EGFP intensity; hits give high values
Dynein cargo inh nuclear GR-EGFP – also measured in Dynein cargo inh; calls as there; z-score; measured here: nuclear GR-EGFP intensity;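 lower value marks the stronger effect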
Dynein cargo inh cell count – second read-out of Dynein cargo inh, no call of its own (marks repeat the call); z-score; measured here: cell count per field
Ins promoter up cell count – second read-out of Ins promoter up, no call of its own (marks repeat the call); cell count; measured here: cytotoxicity, nuclei count;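 total cells summed across four imaged fields per well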
Hep lipid drop cells 6.5 µM – also measured in Hep lipid drop; calls as there; cell count; measured here: cell count, cytotoxicity flag;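 cells counted across two imaged fields per well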
bCat nuc transl cell count 5 µM – also measured in bCat nuc transl; calls as there; cell count; measured here: cell count, cytotoxicity flag
MT stabilizer Hoechst-high % – further read-out of MT stabilizer, marked with its call; % Hoechst-high responders; measured here: nuclear condensation Hoechst responders;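 share of cells brighter than vehicle mean plus two SD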
MT stabilizer cytotoxicity % – further read-out of MT stabilizer, marked with its call; toxicity, %; measured here: cytotoxicity by cell density;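 0% = mean cell density of plate MIN control wells and 100% = no cells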
Autophagy mod cell loss 18 h – also measured in Autophagy mod; calls as there; toxicity, %; measured here: cell loss, nuclei count;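 cell loss after 18 h compound exposure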
Active calls of the source: *; i = inactive; . = no result given; + = active, no number.

SMILES | Autophagy mod | Autophagy mod cell loss 18 h | HEK293 NOD2/NF-kB | WT yeast gro inh | WT yeast gro inh mutant strain | Dynein cargo inh | Dynein cargo inh cytoplasmic EGFP | Dynein cargo inh nuclear GR-EGFP | Dynein cargo inh cell count | MT stabilizer | MT stabilizer Hoechst-high % | MT stabilizer cytotoxicity % | bCat nuc transl | bCat nuc transl cell count 5 µM | Hep lipid drop | Hep lipid drop cells 6.5 µM | Yfh1-depleted yeast | Ins promoter up | Ins promoter up cell count
CCc1ccc(C2C(C(C)=O)=C(C(=O)OC)Nc3nnnn32)cc1 (stereo not drawn) | i | 6 | 2% | -8 | -5 | -0.068 | -0.28 | 0.01 | 1.2 | 2.8 | 0.4 | 27 | -1.0 | 1270 | 11 | 742 | i | 0.38 | 1094
CC(=O)Nc1ccc(NC(=O)c2ccc([N+](=O)[O-])cc2Cl)cc1 | i | 0 | 13% | -6 | -5 | -0.79 | -0.33 | -0.31 | 1 | 2.8 | 3.1 | 5.3 | 1.0 | 1051 | 9 | 656 | i | -0.24 | 1103
Fc1c(F)c(F)c(CSc2nc3ccccc3[nH]2)c(F)c1F | i | -4 | -32% | 26 | 11 | -0.34 | -0.16 | -0.24 | 0.0058 | 3.9 | 1.9 | 6.5 | . | . | -6 | 654 | i | -0.41 | 1305
Cc1ccc(OCC(=O)N/N=C/c2cc([N+](=O)[O-])ccc2N2CCCCC2)cc1 | + | -11* | 0% | 14 | 1 | 0.23 | -0.13 | 0.31 | -0.33 | 4.2 | 3.2 | 3.3 | 2.5 | 1029 | -6 | 576 | i | -0.58 | 1466
Cc1ccc(SCCN2C(=O)NC(C)(C)C2=O)cc1 | i | 29 | -8% | 23 | 12 | -0.67 | -0.25 | -0.46 | 0.27 | 3.0 | 1.3 | 1.6 | -0.8 | 1175 | -2 | 818 | i | 0.41 | 1242
CCc1cccc2c1NC(=O)[C@]21[C@@H]2C(=O)N(Cc3ccccc3)C(=O)[C@@H]2[C@@H]2CCCN21 | i | 7 | 0% | 5 | 4 | -0.44 | -0.19 | -0.021 | 0.5 | 4.1 | 2.4 | 8.9 | -3.6 | 930 | . | . | i | 0.44 | 1273
CCOC(=O)/C(C#N)=C\c1ccc(N2CCN(C/C=C/c3ccccc3)CC2)cc1 | i | 9 | 13% | 35 | 28 | 0.036 | 0.62 | -0.042 | 0.21 | 3.1 | 2.6 | 3.2 | 0.8 | 1083 | -3 | 612 | i | -0.22 | 1384
O=C(COC(=O)c1ccco1)Nc1ccccc1 | i | 23 | 1% | 7 | 10 | 2.1 | -0.22 | 0.52 | -0.71 | 2.5 | 1.2 | 2.0 | -5.1 | 926 | . | . | i | -0.36 | 1111
O=P(O)(O)CP(=O)(O)O | i | -3 | -12% | 9 | 24 | 0.42 | -0.19 | -0.063 | 0.23 | 2.8 | 1.3 | 9.8 | -5.0 | 1086 | . | . | i | 0 | 1288
COc1ccc(S(=O)(=O)Cc2ccc(C(=O)N3CCN(c4ccccc4F)CC3)o2)cc1 | i | 0 | 9% | 18 | 3 | -0.93 | -0.24 | -0.4 | 0.77 | 3.1 | 4.6 | 0.7 | . | . | . | . | i | 0.52 | 892
COc1cc2nc(NC(=O)c3ccccc3)[nH]c(=O)c2cc1OC | i | -14 | 5% | -2 | -20 | 0.42 | -0.23 | 0.44 | 0.27 | 2.3 | 1.3 | 1.8 | 2.6 | 814 | 2 | 742 | i | 0.25 | 1199
CC(C)CC(=O)NC(=S)Nc1ccc(N2CCOCC2)cc1 | i | -1 | -10% | 18 | 10 | -0.76 | -0.21 | -0.31 | 0.24 | 2.1 | 1.2 | 8.8 | -2.5 | 537 | 7 | 709 | i | -0.45 | 1415
Cn1c(=O)oc2cc(S(=O)(=O)NC(Cc3ccccc3)C(=O)N3CCCCC3)ccc21 (stereo not drawn) | i | 3 | 3% | 12 | 2 | 0.35 | -0.22 | 0.2 | -0.09 | 5.9 | 2.0 | 5.6 | -0.4 | 1160 | . | . | i | 1.1 | 883
Cn1c(N2CCOCC2)c(/C=N/OC(=O)c2cccnc2Cl)c2ccccc21 | i | 2 | 1% | 32 | 53 | -0.11 | -0.24 | -0.12 | -0.5 | 5.4 | 1.5 | 3.7 | 0.5 | 1456 | 4 | 619 | i | -3 | 798
COc1ccc(C)cc1NC(=O)C(=O)N1CCCC1 | . | . | 12% | . | . | 0.15 | -0.19 | 0.09 | -0.1 | . | . | . | -0.1 | 1267 | 2 | 689 | i | 0 | 1105
COc1ccc(C2Nc3ccccc3C(=O)N2Cc2ccco2)cc1COc1ccccc1F (stereo not drawn) | i | 2 | -97% | -10 | 2 | -1.2 | -0.15 | -0.52 | 0.86 | 2.0 | 1.7 | 7.4 | 2.8 | 1063 | -17 | 738 | i | . | .
CS(=O)(=O)Nc1ccc(C(=O)NCc2ccccn2)cc1 | i | 8 | -1% | 18 | 5 | -0.11 | -0.22 | 0.18 | -0.52 | 2.5 | 2.1 | 4.2 | 0.0 | 932 | 6 | 696 | i | -0.54 | 1573
CCN(CC)c1ccc(NC(=O)CSc2nc3ccccc3c(=O)n2-c2cc(S(=O)(=O)N(C)C)ccc2C)cc1 | i | -2 | 39% | 2 | 5 | 0.24 | -0.21 | 0.44 | 0.044 | 2.8 | 2.3 | 9.0 | -1.2 | 1124 | -8 | 662 | i | -0.32 | 1194
Cc1[nH]n(-c2nc(-c3cccc([N+](=O)[O-])c3)cs2)c(=O)c1C | i | -1 | -66% | 13 | 11 | 0.93 | -0.3 | 0.38 | -0.93 | 4.7 | 1.7 | 7.7 | . | . | 0 | 727 | i | -0.52 | 1165
COc1ccc(NC(=S)N2CCN(Cc3ccccc3)CC2)cc1 | i | 10 | -1% | 13 | 17 | -0.33 | -0.23 | -0.056 | 0.21 | 1.7 | 1.8 | 6.2 | 1.2 | 980 | 5 | 699 | i | -0.03 | 1256
O=C(N/N=C/c1ccc(OC(=O)c2ccccc2)cc1)c1cccc(O)c1 | i | 19 | -15% | 5 | 2 | -0.29 | -0.22 | -0.13 | 0.72 | 3.2 | 2.0 | 0.0 | -1.5 | 1149 | 14 | 734 | i | -0.02 | 1181
CCCN(CCC)CCCNC(=S)Nc1ccc2nc(N3CCN(CC)CC3)cc(C)c2c1 | i | 2 | 3% | 13 | 9 | 0.99 | -0.22 | 0.63 | -0.63 | 3.8 | 3.4 | 5.4 | 1.6 | 1006 | -4 | 612 | i | -0.16 | 1188
CC1(C)COC(c2coc3ccccc3c2=O)OC1 | i | -1 | -15% | -1 | 18 | 1.2 | -0.26 | 0.72 | -0.19 | 4.2 | 2.1 | 5.2 | -1.4 | 934 | -4 | 640 | i | 0.1 | 1389
CCOC(=O)c1ccc(NC(=O)C(=O)NCc2ccncc2)cc1 | i | 19 | 11% | 15 | 11 | 2 | -0.5 | 1.4 | -0.93 | 1.9 | 1.7 | 8.8 | 0.5 | 1081 | 14 | 666 | i | 0.19 | 1807
Fc1ccc(C(c2nnnn2Cc2ccccc2)N2CCSCC2)cc1 (stereo not drawn) | i | -3 | 3% | 7 | 5 | -0.22 | -0.2 | -0.11 | 0.45 | 1.0 | 1.5 | 5.8 | -3.1 | 972 | . | . | i | . | .
CN(C(=O)CSc1nnc(-c2ccc(F)cc2)c2ccccc12)C1CCS(=O)(=O)C1 (stereo not drawn) | i | -5 | -4% | 6 | -4 | -0.44 | 0.48 | -0.23 | 0.98 | 4.4 | 1.2 | 3.6 | 0.5 | 1097 | -13 | 688 | i | -0.7 | 1240
Cc1cc(C)cc(N(CC(=O)Nc2ccccc2-c2ccccc2)S(=O)(=O)c2ccccc2)c1 | i | 1 | 10% | 8 | 4 | -0.0077 | -0.059 | 0.2 | 0.91 | 3.3 | 1.8 | 6.5 | 1.0 | 1024 | -6 | 635 | i | 1.1 | 1282
CCC(=O)NC(=S)Nc1ccc(NC(=O)c2cc3ccccc3o2)c(OC)c1 | i | -1 | 8% | -2 | -5 | 1.1 | 0.011 | 0.94 | -0.6 | 5.9 | 3.2 | 3.3 | -0.9 | 996 | 7 | 735 | i | -0.39 | 1528
O=C(CN1CCN(S(=O)(=O)c2ccc(Br)cc2)CC1)N/N=C/c1ccc(Br)s1 | i | 2 | -23% | 31 | 19 | -0.031 | -0.11 | 0.13 | -0.057 | 3.0 | 2.4 | 15 | -1.1 | 532 | 2 | 734 | i | . | .

Only part of the results is shown; the hit share may differ from the screen's.
